PLC-beta3 inh – blocks human PLC-beta3 enzyme activity. Purified PLC-beta3, fluorogenic substrate, fluorescence. 370,000 tested, 0.18% active. inhibition, % at 12.2 µM. AID 720704; in the data active = inhibition above about 11%;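 also: 0% = median of compound wells on plate and 100% = full blocker control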
DDE Tn7 FP inh – inhibitors of Tn7 peptide binding to human fibrin DD(E) | FP displacement of FITC-Tn7 peptide from fibrin DD(E); 0% = median of compound wells per plate | 370,000 tested, 0.13% active | inhibition, % at 8.3 µM | P02675;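 active = inhibition above the mean of compounds falling within the control limits plus 3 SD of them, cut at about 14% in these data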;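 also: 0% = plate median of compound wells and 100% = 10 µM Aha-Tn7 peptide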
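Test system: human clot-derived fibrin DD(E) complex / Quantity: 2 µM final DD(E) protein / Incubation: 10 min plus 3 h, room temperature / Measured by: fluorescence polarization / Benchmarks: high control of 10 µM Aha-Tn7 peptide / Replicates: singlicate testing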
PLCg1 inh – blocks human PLC-gamma1 enzyme activity. P19174. purified PLC-gamma1, fluorogenic substrate, fluorescence. inhibition, % at 12.2 µM. 370,000 tested, 0.84% active. AID 720700; in the data active = inhibition above about 9.5%
ARFGAP1 inh – inhibitors of rat ARFGAP1; Arfgap1-stimulated ARF1 GTP hydrolysis, GDP FP detection; Q62848; AID 651572; 360,000 tested, 0.26% active; inhibition, % at 16.5 µM;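 active = inhibition above a per-plate limit, mean inhibition of low control wells plus 3 SD, cut at about 25% in these data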;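 also: 0% = DMSO wells with enzyme and 100% = wells lacking Arfgap1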
Target sequence (Q62848 1-136 limits assumed): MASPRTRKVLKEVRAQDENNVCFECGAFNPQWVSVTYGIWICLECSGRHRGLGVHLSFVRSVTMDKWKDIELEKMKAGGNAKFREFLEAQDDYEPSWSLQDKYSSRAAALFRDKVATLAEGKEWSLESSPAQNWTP
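Material: rat Arfgap1 catalytic domain, aa 1-136; also added: human ARF1(Δ1-17)-GTP substrate; compound dosing: one concentration, 16.5 µM, DMSO 1.26%; incubation: GTP hydrolysis reaction 2 h at 25 °C; measured by: Tracer-displacement fluorescence polarization with EDTA stop, 620/688 nm; evaluation: % inhibition from polarization; repeats: one replicate per compound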
ASAP1 inh – ASAP1 ArfGAP inhibition; ASAP1-stimulated ARF1 GTP hydrolysis, GDP FP detection; Q9ULH1; 360,000 tested, 0.19% active; AID 624377; inhibition, % at 16.5 µM; in the data active = inhibition above about 25%;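 also: 0% = vehicle with enzyme and substrate and 100% = no enzyme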
Target sequence (Q9ULH1 325-724 limits assumed): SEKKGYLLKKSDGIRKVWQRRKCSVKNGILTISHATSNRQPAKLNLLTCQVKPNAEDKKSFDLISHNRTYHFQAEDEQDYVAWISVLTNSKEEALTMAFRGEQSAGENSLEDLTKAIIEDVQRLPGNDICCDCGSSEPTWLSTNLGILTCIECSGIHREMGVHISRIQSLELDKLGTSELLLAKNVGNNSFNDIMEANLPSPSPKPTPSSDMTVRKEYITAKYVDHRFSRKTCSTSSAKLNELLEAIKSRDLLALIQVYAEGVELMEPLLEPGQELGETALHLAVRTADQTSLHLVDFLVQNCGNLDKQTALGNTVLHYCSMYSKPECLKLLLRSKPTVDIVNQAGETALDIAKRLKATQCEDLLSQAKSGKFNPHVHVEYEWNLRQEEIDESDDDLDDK
MBD2 inh – MBD2-methylated oligo binding inhibition. inhibition, % at 4.4 µM. Q9UBB5. 370,000 tested, 0.31% active. TR-FRET, MBD2 binding to methylated oligonucleotide. AID 686964; in the data active = inhibition above about 13%
Target sequence (Q9UBB5 whole entry, looked up): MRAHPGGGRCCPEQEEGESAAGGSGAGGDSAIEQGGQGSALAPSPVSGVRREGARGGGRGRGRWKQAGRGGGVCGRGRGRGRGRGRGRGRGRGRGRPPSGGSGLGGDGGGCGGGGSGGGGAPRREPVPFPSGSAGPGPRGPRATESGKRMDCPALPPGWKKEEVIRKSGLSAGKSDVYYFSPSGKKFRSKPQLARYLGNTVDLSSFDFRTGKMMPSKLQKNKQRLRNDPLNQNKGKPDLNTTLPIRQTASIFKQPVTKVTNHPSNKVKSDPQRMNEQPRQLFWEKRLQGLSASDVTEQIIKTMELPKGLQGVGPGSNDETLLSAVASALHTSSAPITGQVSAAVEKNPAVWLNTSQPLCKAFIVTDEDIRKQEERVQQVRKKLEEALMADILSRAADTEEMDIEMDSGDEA
proKLK7 act – proKLK7 (human) activation, primary screen; P49862; purified proKLK7, EDANS-DABCYL substrate fluorescence; 100% is mature enzyme control, 0% vehicle; activation, % at 7 µM; 370,000 tested, 0.9% active; AID 652039;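 active = activation above the mean of all tested compounds plus 3 SD, computed per campaign excluding outliers beyond control limits, cut at about 13% in these data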
Tn6 DDE FP – DD(E)-Tn6 binding inhibition, primary FP screen; Fibrin DD(E) TRITC-Tn6 fluorescence polarization displacement; AID 720509; 370,000 tested, 0.21% active; inhibition, % at 8.3 µM;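 active = inhibition above a per-campaign cutoff: mean of compounds within control limits plus 3 SD, cut at about 15% in these data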;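 also: 0% = median of all compound wells on the plate and 100% = blocking peptide control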
UHRF1 binding – blocks human UHRF1 binding to methylated DNA; Q96T88; AID 687016; inhibition, % at 4.4 µM; UHRF1 binding to methylated oligo, TR-FRET; 370,000 tested, 0.75% active; in the data active = inhibition above about 21%;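 also: UHRF1 SRA domain binding a hemimethylated CpG hairpin DNA probe; 0% = median of test compound wells and 100% = reference inhibitor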
ADAM17 inh – inhibits human ADAM17 | 370,000 tested, 0.83% active | P78536 | recombinant ADAM17, EDANS/DABCYL FRET peptide cleavage | inhibition, % at 6.95 µM;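 active = inhibition above the mean of compounds lying between control limits plus 3 SD, set per campaign, cut at about 8.5% in these data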;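 also: 0% = DMSO-only wells as the low control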
The depositor's hits bear a star; i = inactive; / = not tested or not shown; & = joins results of further samples.

SMILES	PLC-beta3 inh	DDE Tn7 FP inh	PLCg1 inh	ARFGAP1 inh	ASAP1 inh	MBD2 inh	proKLK7 act	Tn6 DDE FP	UHRF1 binding	ADAM17 inh
O=C(NCc1cccnc1)Nc1ccc(Br)cc1Cl	-3	3	2	-13	15	-3	-0.2	4	3	0
CC(OC(=O)c1nc(Cl)ccc1Cl)C(=O)c1ccccc1 (configuration not stated)	6	-11	7	3	7	-1	-0.1	-4	5	4
COc1ccc(Cl)cc1NC(=O)CN(C)C(=O)CNC(=O)C12CC3CC(CC(C3)C1)C2	-1	0	6	-12	0	3	0.2	2	3	-1
Cc1cc(C(=O)CSc2nnc(-c3cccs3)n2Cc2ccccc2)c(C)n1C	-5	-3	-1	9	6	-5	1.1	8	-1	1
CC(=O)C1=C(C)Nc2ncnn2C1c1ccccc1 (configuration not stated)	-2	2	0	7	14	10	-0.6	-3	2	-9
CCOc1cccc(CN2CCC(n3nccc3NC(=O)C3CCCC3)CC2)c1	-4	-4	-27	8	-8	-1	0.4	-2	1	-7
Nc1c(Cl)cc(-c2csc(N3CCCC3c3nc4cc(Cl)c(Cl)cc4n3CCCO)n2)cc1Cl (configuration not stated)	-5	0	-6	0	7	-2	0.0	5	-1	0
Cc1ncoc1C(=O)N1CCc2c([nH]c3ccccc23)C1C1CCCCC1 (configuration not stated)	-100	3	-83	-9	0	-7	3.0	-2	-3	-7
COc1ccc(CNC(=O)CSc2nnnn2-c2ccccc2)cc1	-1	-2	1	-8	-11	-5	0.2	-1	-2	-2
COc1ccc(S(=O)(=O)N(C)CC(=O)N2CCC(C(N)=O)CC2)cc1Cl	0	-2	-23	7	6	0	0.2	0	-2	2
CCCc1c(C(=O)N/N=C(/C)c2ccncc2)nnn1-c1nonc1N	-10	-4	-3	15	16	1	0.6	4	4	-4
COCCN(C(=S)Nc1cc(C)cc(C)c1)C(C)c1cccs1 (configuration not stated)	4	-4	6	9	5	3	0.2	3	-1	-2
CC1=C[C@H]2OC(=O)[C@@H](C)[C@H]2C[C@@H]2[C@H]1C[C@@H](O)[C@@]2(C)O	-4	-3	-1	-8	5	0	0.2	-3	-2	-1
O=C(NCc1ccccc1Cl)c1nnc(CS(=O)(=O)c2ccccc2)o1	5	0	2	-2	18	5	-0.6	0	1	11*
CS(=O)(=O)N1CC2CCCN2c2cc(C(F)(F)F)ccc21 (configuration not stated)	1	6	1	5	-3	-3	0.1	5	-2	-1
COc1ccc(C(=O)N(CCCO)Cc2cc3c(C)ccc(C)c3[nH]c2=O)cc1OC	-11	-6	-13	7	-5	-2	-0.4	-13	2	-11
O=C1NN(c2ccccc2)C(=O)C1=Cc1ccccc1	-1	0	1	-2	-3	1	0.1	0	-3	-6
C=C(C)Cn1c(CCNC(=O)CC)nc2ccccc21	3	4	3	22	0	-2	0.8	0	-3	-2
COc1ccc(/C=C/C(=O)Nc2cccc(N3CCOCC3)c2)cc1OC	0	-7	3	8	8	-4	1.0	-9	0	-2
CC(Oc1ccc(Cl)cc1)C(=O)/C=C/N(C)C (configuration not stated)	-18	0	-10	-1	-15	1	-1.0	-4	-1	-1
CC(Oc1ccccc1F)c1nnc(SCC(=O)NCc2ccc3c(c2)OCO3)o1 (configuration not stated)	-10	-1	-2	-1	12	8	-0.8	-9	2	-9
O=C(O)c1cccc2c1C(=O)N(c1ccc3c(c1)Cc1ccccc1-3)C2=O	-1	2	1	6	-15	-1	0.3	4	-2	-12
CC1CCCCN1S(=O)(=O)c1ccc2c(c1)oc(=O)n2CC(=O)O (configuration not stated)	4	3	1	-1	-3	-1	-0.2	4	-3	0
Cc1ccc(S(=O)(=O)N2CCCCC2)cc1NCC(=O)Nc1ccc(Br)cc1F	3	9	4	3	-9	2	0.5	2	1	3
COc1ccc(C(CCN2CCOCC2)c2c(OC)cc(OC)c3c(C)cc(=O)oc23)cc1 (configuration not stated)	-459	-2	-296	2	10	3	-1.0	-4	2	-19
COC(=O)c1cc(C(=O)N2CCc3ccccc32)cc([N+](=O)[O-])c1	-5	-3	2	-14	1	-2	-0.3	-1	1	-3
O=C(Nc1ccccc1C(=O)N1CCN(Cc2ccccc2)CC1)c1ccccn1	1	5	1	0	2	-6	0.5	4	1	-4
CCN(CC)S(=O)(=O)c1ccc(Cl)c(NC(=O)c2cc(Cl)cc(Cl)c2)c1	2	0	2	3	-1	3	1.0	-7	6	-2
COc1ccc(C2=CC(=O)C[C@H](c3ccc(OC)c(OC)c3)C2)cn1	0	-1	1	7	1	1	0.2	-1	-6	0
COCCSc1ccccc1C(=O)NCc1cccnc1	1	3	0	3	-7	4	0.4	2	-1	-2
C/C(=N\Nc1ccc(C(=O)c2c(C)cc3ccccn23)cc1[N+](=O)[O-])c1ccc(O)cc1	-3	3	1	-14	-11	-5	0.0	2	-1	0
COc1cc(NC(=O)c2cccc3c2C(=O)N(C2CCCCC2)C3)cc(OC)c1OC	-22	6	-13	0	1	-8	-1.3	-5	-1	4
CCOC(=O)c1ccc(-n2c(CCC(=O)O)ccc2-c2ccc(F)cc2)cc1	-24	4	-11	5	-6	-2	0.6	-1	1	-2
CCC(C)Sc1cccc(-c2nc3ccc(C)cn3c2NCc2ccccc2)c1 (configuration not stated)	i	0&-2	i	-1&-1	9&-4	-2&-5	-97&-17	-8&-6	-4&-6	-137&-104
COc1ccc(-c2csc(C(C)(O)c3cccc(OC)c3)n2)cc1 (configuration not stated)	3	3	1	11	2	2	-0.4	-6	-3	0
CC(C)CN(C(=O)COc1ccc(Br)cc1C=O)C1CCS(=O)(=O)C1 (configuration not stated)	-10	2	3	-4	-7	1	-0.5	8	3	-4
CN(CC(=O)NCc1cccnc1)S(=O)(=O)c1ccccc1	1	9	1	1	5	7	0.0	4	3	-7
COc1cc(/C=N/NC(=O)C(C)Nc2n[nH]c(=O)[nH]c2=O)cc(OC)c1O (configuration not stated)	2	-5	-1	3	3	-3	-6.0	1	-1	-3
C=C(C)COc1ccc(-c2nc(N)ncc2Oc2ccccc2OCC)c(O)c1	-3	1	-1	-5	-3	2	-0.6	0	1	-2
Nc1c(N(CCO)C(=O)COc2ccc(Cl)cc2)c(=O)[nH]c(=O)n1Cc1ccccc1	-2	-8	2	11	-8	-1	-0.1	-8	4	0
CC(=O)c1ccc(NC(=O)c2cc(C)no2)cc1	-4	7	1	13	5	-2	0.0	-1	1	-1
O=C(O)c1ccc(S(=O)(=O)N2CCC3(CC2)CC(=O)c2ccccc2O3)cc1	-24	8	-21	-6	4	2	1.1	6	0	-40
COC(=O)c1ccccc1NC(=O)CSc1nncn1-c1ccccn1	0	-2	2	6	-8	1	0.0	-1	-2	-3
CCCCOc1ccc(C(=O)NCC2(c3ccc(OC)cc3)CCOCC2)cc1	6	0	4	-8	3	0	-0.5	5	1	0
O=C(COc1ccccc1Cl)NCCCNC(=O)c1ccccn1	-6	8	0	1	8	3	0.7	5	-1	-1
O=C(Nc1ccc(F)cc1F)C1CCN(c2ncnc3c2sc2cccc(F)c23)CC1	-14	2	-9	7	0	-5	0.0	-3	16	-7
Nc1ccc(Cc2ccc([N+](=O)[O-])cc2)cc1	2	0	1	4	-1	2	0.5	-5	4	0
CCOC(=O)N1CCN(C(=O)C2CCN(CC3CCCCC3)CC2)CC1	5	-6	3	-11	2	0	-0.1	-2	2	2
COc1ccccc1Cc1c(C2CCCCC2)nc2c(C)cc(Br)cn12	-9	6	-8	9	-1	6	-0.8	1	14	-6
COc1ccc(-c2nc3ccncc3[nH]2)cc1OC	-111	4	-74	-5	2	5	-1.3	11	0	-21
CN1C(=O)C2(c3ccccc31)C1CCCC=C1C(C#N)=C(N)C2(C#N)C#N (configuration not stated)	-50	-4	-43	6	5	-9	1.6	-13	-6	5
CCCOc1ccc(C(=O)Nc2nc(C)c(Cc3ccc4c(c3)OCO4)s2)cc1	-2	-4	-4	0	1	-4	-1.6	-12	0	-1
COc1ccc(C(C)(C)C)cc1NC(=O)c1ccc2c(c1)SC1=NS(=O)(=O)CCN12	0	0	-1	6	11	4	0.1	2	-4	-5
CCn1c(=O)c2c(n3cnnc13)-c1ccccc1CC21CCCCC1	-2	13	0	3	-19	-7	0.1	2	0	-2
Cc1ccc(NC(=S)N=Nc2c(O)n(C)c3ccc(S(=O)(=O)N4CCOCC4)cc23)cc1	0	10	-1	5	0	3	-0.4	-5	6	-2
CCNc1nc(NCC)nc(N/N=C/c2ccc([N+](=O)[O-])o2)n1	-8	-2	-5	2	13	-9	0.2	-5	-10	-3
Cc1cc(C)c(NC(=O)c2cc(=O)c3ccccc3o2)c(C)c1	-1	1	5	5	-7	12	0.2	-8	3	-3
Cc1ccc(NC(=O)c2ccc3ncsc3c2)cc1S(=O)(=O)N(C)C	-24	2	-3	11	8	-2	0.2	-5	-3	-7
Cc1nc2c(O)cccc2cc1CO	-10	-3	-2	6	-1	4	0.4	-1	0	-7
Nc1ccn(CC(=O)NCCNc2ccc([N+](=O)[O-])cn2)c(=O)n1	0	8	1	5	-2	-8	0.9	1	-1	4
c1ccc2c(c1)OCC(c1csc3ncnc(N4CCOCC4)c13)O2 (configuration not stated)	2	-8	2	-8	8	3	-0.2	0	-1	2
C[C@H]1CCCN1c1ccc2c(c1)O[C@@H]1CCN(C1)S2(=O)=O	-4	-1	-4	/	/	3	0.1	-3	4	-7

Compound profiles, from the list above. Values in the order: PLC-beta3 inh | DDE Tn7 FP inh | PLCg1 inh | ARFGAP1 inh | ASAP1 inh | MBD2 inh | proKLK7 act | Tn6 DDE FP | UHRF1 binding | ADAM17 inh
Profile of CCNc1nc(NCC)nc(N/N=C/c2ccc([N+](=O)[O-])o2)n1 : -8 | -2 | -5 | 2 | 13 | -9 | 0.2 | -5 | -10 | -3
Profile of Nc1ccn(CC(=O)NCCNc2ccc([N+](=O)[O-])cn2)c(=O)n1 : 0 | 8 | 1 | 5 | -2 | -8 | 0.9 | 1 | -1 | 4
Profile of c1ccc2c(c1)OCC(c1csc3ncnc(N4CCOCC4)c13)O2 (configuration not stated) : 2 | -8 | 2 | -8 | 8 | 3 | -0.2 | 0 | -1 | 2
Profile of CCOC(=O)N1CCN(C(=O)C2CCN(CC3CCCCC3)CC2)CC1 : 5 | -6 | 3 | -11 | 2 | 0 | -0.1 | -2 | 2 | 2
Profile of Cc1nc2c(O)cccc2cc1CO : -10 | -3 | -2 | 6 | -1 | 4 | 0.4 | -1 | 0 | -7

Screening data (PubChem BioAssay)
